TPT1 inh = blocks Candida albicans tRNA 2'-phosphotransferase | actives 0.81% (n = 300,000) | recombinant caTPT1, FP RNA substrate dephosphorylation | inhibition, % at 5 µM | AID 1962;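 active = inhibition above the mean of all tested compounds plus 3 SD, set per screening campaign, cut at about 24% in these data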;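 note: plate controls were DMSO alone for no effect and ferristatin control at 100 nM for full effect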
EBNA-1 inh = blocks EBNA-1 binding to DNA; actives 0.34% (n = 300,000); inhibition, % at 14.8 µM; EBNA-1 DNA binding, fluorescence polarization; AID 1950; in the data active = inhibition above about 28%
PP1 inh = PP1-alpha (human) inhibition in PP5 counter-screen; purified PP1alpha, OMFP fluorescence; inhibition, % at 6.7 µM; AID 2235; actives 0.9% (n = 320,000);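 active = inhibition above the mean inhibition of all tested compounds plus 3 SD, computed separately for each screening campaign, cut at about 15% in these data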
Target sequence (P62136 whole entry, looked up): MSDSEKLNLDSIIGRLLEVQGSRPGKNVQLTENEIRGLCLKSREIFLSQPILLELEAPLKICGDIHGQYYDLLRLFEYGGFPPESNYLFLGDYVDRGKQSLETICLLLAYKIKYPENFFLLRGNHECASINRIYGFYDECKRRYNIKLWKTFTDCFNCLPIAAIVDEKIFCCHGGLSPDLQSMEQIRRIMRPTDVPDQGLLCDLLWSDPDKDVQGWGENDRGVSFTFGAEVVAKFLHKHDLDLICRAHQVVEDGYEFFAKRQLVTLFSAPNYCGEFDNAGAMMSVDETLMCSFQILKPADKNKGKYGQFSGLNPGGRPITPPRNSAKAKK
Efflux pump mplx = antifungal efflux pump inhibition, Nile Red retention; S. cerevisiae Candida pump triplex; inhibition, % at 10 µM; actives 0.44% (n = 330,000); AID 485275;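 active = plate passing quality check with inhibition over a set limit, or well fluorescence over plate mean plus 4 SD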;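 note: Nile Red retained in pooled yeast measured as flow cytometry median fluorescence; 0% = buffer negative control and 100% = Enniatin B positive control; higher means more Nile Red kept so more efflux inhibition; some compounds called inactive have numbers as strong as hits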
CTSL1 counter = cathepsin L1 inhibition, PFM18AAP counter-screen; inhibition, % at 5.96 µM; AID 1906; actives 0.49% (n = 300,000); recombinant F. hepatica cathepsin L1, Z-Leu-Arg-MCA fluorescence;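 active = inhibition above the mean of all tested compounds plus 3 SD, set per screening campaign, cut at about 17% in these data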;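 note: 0% = plate median of test compound wells and 100% = 1 µM Z-Phe-Ala-diazomethylketone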
PP5 primary = blocks human protein phosphatase 5 activity; P53041; purified PP5c, OMFP substrate fluorescence; inhibition, % at 6.7 µM; actives 0.18% (n = 320,000); AID 1987;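 active = inhibition above the campaign's mean inhibition across all tested compounds plus 3 SD, cut at about 9.5% in these data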;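 note: 0% = DMSO only and 100% = 100 µM cantharidin control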
ZTA DNA inh = ZTA (EBV) inhibition in EBNA-1 counter-screen; inhibition, % at 11 µM; ZTA-DNA binding, fluorescence polarization; actives 0.15% (n = 320,000); in the data active = inhibition above about 33%
PREPL inh = inhibitors of human prolyl oligopeptidase-like enzyme PREPL; recombinant PREPL, fluorescence polarization activity-based probe; inhibition, % at 5.96 µM; Q4J6C6; actives 0.68% (n = 320,000); in the data active = inhibition above about 43%;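 note: 0% = enzyme with DMSO and 100% = wells lacking enzyme; many of its hits are not listed in these tables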
Target sequence (Q4J6C6 whole entry, looked up): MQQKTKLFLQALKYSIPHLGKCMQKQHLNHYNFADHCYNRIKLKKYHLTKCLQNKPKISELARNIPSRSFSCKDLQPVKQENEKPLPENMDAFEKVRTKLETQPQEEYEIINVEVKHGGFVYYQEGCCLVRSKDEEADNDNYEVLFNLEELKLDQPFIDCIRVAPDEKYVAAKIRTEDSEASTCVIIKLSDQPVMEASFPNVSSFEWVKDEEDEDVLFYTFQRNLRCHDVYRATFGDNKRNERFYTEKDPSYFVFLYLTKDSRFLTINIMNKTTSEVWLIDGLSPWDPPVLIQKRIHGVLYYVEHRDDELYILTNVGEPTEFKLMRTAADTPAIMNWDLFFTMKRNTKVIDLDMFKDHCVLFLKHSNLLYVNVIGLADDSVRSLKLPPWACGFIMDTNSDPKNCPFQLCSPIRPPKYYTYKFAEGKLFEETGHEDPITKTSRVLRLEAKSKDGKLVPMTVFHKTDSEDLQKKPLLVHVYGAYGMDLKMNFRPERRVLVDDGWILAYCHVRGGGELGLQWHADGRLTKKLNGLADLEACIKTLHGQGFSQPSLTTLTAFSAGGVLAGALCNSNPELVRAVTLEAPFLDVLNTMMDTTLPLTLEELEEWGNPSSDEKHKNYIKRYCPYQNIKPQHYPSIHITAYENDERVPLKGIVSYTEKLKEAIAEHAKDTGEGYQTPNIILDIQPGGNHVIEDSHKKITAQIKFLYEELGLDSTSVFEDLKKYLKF
HCV core dimer = blocks dimerization of HCV core protein. TR-FRET GST/Flag-core106 dimerization, 1536-well. AID 1899. inhibition, % at 5 µM. actives 0.33% (n = 300,000);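 active = inhibition above the mean of all tested compounds plus 3 SD, set per screening campaign, cut at about 45% in these data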
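Assay system – GST-tagged and Flag-tagged HCV core protein residues 1-106 · Quantity – core106 proteins, GST 13.5 nM and Flag 17 nM · Benchmarks – unlabelled core106 and no-GST-core106 wells · Read-out basis – percent inhibition of core106 dimerization signal · Detection – time-resolved FRET, ex 340 nm, em 617 and 671 nm · Schedule – 4 h at 22.5 °C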
An asterisk follows results filed as active; x = no result given. The list is partial (hit frequency here may not be typical).

Start of the listing, in advance:
SMILES	TPT1 inh	EBNA-1 inh	PP1 inh	Efflux pump mplx	CTSL1 counter	PP5 primary	ZTA DNA inh	PREPL inh	HCV core dimer
CCn1c(Cc2ccc(OC)cc2)nnc1SCC(=O)Nc1cccc(C(=O)OC)c1	-2	3	-1	-0.1	1	1.2	-4	4	1
Clc1ccc(Cn2c(CN3CCCC3)nc3ccccc32)cc1	1	-4	-2	0.1	5	2.0	-4	12	8
CC(NC(=O)C(CC(=O)OC(C)(C)C)NC(=O)OC(C)(C)C)C(N)=O (centres undefined)	0	-11	-1	0.1	-1	2.6	-11	6	-3
CCCNC(=O)CC(NS(=O)(=O)c1ccc(OC)cc1)c1ccco1 (centres undefined)	-4	-5	1	0.1	-3	2.4	11	-10	-2

This part in full, repeating the preview:
SMILES	TPT1 inh	EBNA-1 inh	PP1 inh	Efflux pump mplx	CTSL1 counter	PP5 primary	ZTA DNA inh	PREPL inh	HCV core dimer
CCn1c(Cc2ccc(OC)cc2)nnc1SCC(=O)Nc1cccc(C(=O)OC)c1	-2	3	-1	-0.1	1	1.2	-4	4	1
Clc1ccc(Cn2c(CN3CCCC3)nc3ccccc32)cc1	1	-4	-2	0.1	5	2.0	-4	12	8
CC(NC(=O)C(CC(=O)OC(C)(C)C)NC(=O)OC(C)(C)C)C(N)=O (centres undefined)	0	-11	-1	0.1	-1	2.6	-11	6	-3
CCCNC(=O)CC(NS(=O)(=O)c1ccc(OC)cc1)c1ccco1 (centres undefined)	-4	-5	1	0.1	-3	2.4	11	-10	-2
O=C(Nc1ccccc1)OC1CC2CC1C1CCCC21 (centres undefined)	3	10	-2	-0.1	2	-0.3	15	-3	1
O=c1cc(-c2c(O)c3ccccc3n(Cc3ccccc3)c2=O)[nH][nH]1	1	-6	29*	0.1	0	-0.1	15	-2	16
COC(=O)c1cc(C#N)c(N2CCN(C)CC2)nc1C	0	5	3	-0.1	-1	3.1	-8	2	-6
CCSC1=C(C#N)C(c2ccc(Cl)cc2)C2=C(CCCC2=O)N1 (centres undefined)	1	7	-2	-0.1	-1	0.8	3	0	1
Cc1ccc(-n2cnc3c(sc4nc(N5CCOCC5)c5c(c43)CCCC5)c2=O)cc1	-3	3	-2	0.2	-2	1.4	17	5	17
Cc1ccc(-c2ccc(CCC(=O)O)n2NC(=O)c2cccs2)cc1	1	-3	0	-0.1	2	1.6	-15	-8	0
CCN(CC(=O)NCc1ccc(F)cc1)CC(=O)NC1CCCC1	0	7	-2	-0.2	1	0.7	1	-2	-4
Cc1c(CCC(=O)NCC(=O)NCC(=O)O)c(=O)oc2cc3oc4c(c3cc12)CCCC4	2	-7	4	0.2	1	4.5	-27	10	-3
Cc1ccccc1Oc1nc2c(C)cccn2c(=O)c1/C=C(\C#N)C(=O)Nc1c(C)n(C)n(-c2ccccc2)c1=O	2	0	8	0.2	3	3.4	2	11	22
O=C(CSC1=NNC(c2ccccn2)S1)Nc1ccc(C(F)(F)F)cc1 (centres undefined)	1	-3	-3	-0.1	-2	1.1	-4	-15	6
COc1ccccc1NC(=S)NCc1cccnc1	-4	5	-2	-0.3	-2	1.4	2	-1	2
CCn1cc(C(=O)NCCc2ccccc2)c(=O)c2cc(S(=O)(=O)N(C)C)ccc21	-5	-12	2	0.2	-1	1.4	-12	7	2
O=C1N/C(=N/O)S/C1=C/c1cccnc1	2	0	-4	0.4	3	1.1	19	-2	0
O=C(NNC(=O)c1ccc(Br)o1)c1csc(N2CCOCC2)n1	x	x	-9	-0.1	x	1.1	-11	5	x
COc1cc(C(=O)Oc2cccnc2)cc(OC)c1OC	-2	-13	-2	0.1	2	1.9	-10	2	-2
CS(=O)(=O)CCC(C(=O)OCc1ccc(Br)cc1)N1C(=O)c2ccccc2C1=O (centres undefined)	1	-1	-1	0.3	-8	2.6	2	1	-9
Cc1cc(N2CCOCC2)nc2ccc(NC(=O)CCC(=O)N3CCN(c4ccccc4)CC3)cc12	-3	5	0	-0.1	1	0.6	-12	19	-1
O=C(CSc1nc2c(cnn2-c2ccc(F)cc2)c(=O)[nH]1)N1CCCCCC1	1	-3	-3	0.1	1	0.1	-9	0	18
CCN(CC)C(=O)c1sc(NC(=O)c2c(OC)cccc2OC)c(C#N)c1C	2	-25	1	0.0	0	1.0	-37	17	-8
Cc1ccc(Oc2ccc(OCC(=O)NC(CC(C)C)C(=O)O)cc2)cc1 (centres undefined)	-3	-4	-6	0.0	5	-0.7	-8	6	-2
CCc1cccc(C)c1NC(=S)NCc1ccc2[nH]c(C)cc2c1	-1	-6	2	-0.2	4	4.7	4	5	21
Further results follow:
SMILES	TPT1 inh	EBNA-1 inh	PP1 inh	Efflux pump mplx	CTSL1 counter	PP5 primary	ZTA DNA inh	PREPL inh	HCV core dimer
O=C(N/N=C/c1ccc2c(c1)OCO2)c1ccc(COCC(F)(F)C(F)F)cc1	0	6	-2	-1.1	1	1.6	11	4	1
COc1ccc(S(=O)(=O)NC2CCSc3ccccc32)cc1NC(C)=O (centres undefined)	1	1	-1	0.1	-2	-2.8	-1	-2	-2
C/C(=N/NC(=O)CNC(=O)c1ccccc1)c1ccc(C)cc1	1	-7	-2	0.2	-4	0.5	-19	7	2
CC1(C)C(C=C(Cl)Cl)C1C(=O)N(Cc1cccc(Cl)c1)C1CCS(=O)(=O)C1 (centres undefined)	-2	-5	-1	0.0	-2	3.1	-1	10	9
NC(=O)CSc1nc2cc3c(cc2c(=O)n1CCCC(=O)NCc1ccc2c(c1)OCO2)OCO3	1	2	-5	-0.1	8	2.9	8	12	0
CCOc1ccccc1NC(=O)CCCc1ccc(OC)c(C)c1	-5	1	8	-0.1	2	3.2	5	15	-5
Cc1cc2oc(=O)cc(CN3CCN(S(=O)(=O)/C=C/c4ccccc4)CC3)c2cc1C	6	-2	11	0.0	3	0.9	7	-67	21
CCn1cc(C(=O)NCCN(C)CCc2ccccc2)c(=O)c2cc(S(=O)(=O)N(C)C)ccc21	-2	-1	1	-0.1	0	4.8	-9	3	0
CC(C)Oc1ccc(Cc2n[nH]c(=S)n2Cc2ccccc2)cc1Cl	-1	9	4	-0.1	-5	2.4	3	-2	2
CC(=O)/C(=N\Nc1ccc(Cl)cc1)Sc1nnc(-c2ccccc2)n1-c1ccccc1	0	11	-3	-1.2	0	1.2	-2	-82	20
O=C(Nc1ccc2c(c1)C(=O)NC2=O)c1cc(Cl)ccc1Cl	1	2	0	-0.1	2	-0.1	-8	15	5
CC(C)N(Cc1nc2ccccc2[nH]1)C(C)C	-3	2	-1	-0.1	-3	-0.5	-8	11	-17
Cc1nn(-c2ccccc2)c(Cl)c1/C=N/Nc1nncc(=O)[nH]1	1	6	1	0.1	0	1.4	-1	-4	1
O=C(COC(=O)CCc1nc2ccccc2s1)Nc1ncc(Cl)cc1Cl	-2	15	-1	0.2	-19	4.8	23	4	15
COc1ccc(C2=NN(C(=O)c3cccs3)C(c3ccccc3OC)C2)cc1OC (centres undefined)	0	1	-2	0.0	4	2.7	-2	2	10
CC(C)(C)c1nnc(N/N=C/c2ccc(O)cc2)n(N)c1=O	-1	-8	-2	-0.1	8	1.5	12	-8	-1
CCOC(=O)c1cn(CC2CC2)c2cc(F)c(F)cc2c1=O	0	2	-1	0.2	-1	2.5	5	-1	-3
COCCN(C(C)=O)c1nnc(-c2ccccn2)s1	0	6	-3	0.0	5	-1.9	4	10	1
CS(=O)(=O)c1ccc(Cl)c(C(=O)NCC2CCCCC2)c1	1	11	-1	0.2	-3	-1.1	10	0	6
CCCCn1c(N)c(N(CC(C)C)C(=O)c2ccc(-c3ccc(C(C)=O)cc3)o2)c(=O)[nH]c1=O	0	-8	-2	0.0	7	1.4	-8	-9	-5
CCC(CC)C(=O)Nc1nnc(S(=O)(=O)N2CCCc3ccccc32)s1	-1	-3	2	-0.1	3	0.6	-9	9	18
Cc1cc2nc(/C(C#N)=C\c3ccc(-c4ccccc4C(=O)O)o3)[nH]c2cc1C	138*	10	-4	0.2	6	-0.4	-6	6	-21
Cc1ccc(N2CCN(/N=C/c3ccncc3)CC2)cc1	-2	6	0	0.0	-1	-1.8	2	16	1
Nc1c(S(=O)(=O)c2cccc(Cl)c2)c2nc3ccccc3nc2n1/N=C/c1ccc(O)c(O)c1	2	8	13	-0.1	0	7.8	-23	65*	71*
COc1ccc(Cn2c(=O)oc3ccc(C)cc32)cc1OC	5	-2	5	0.5	-3	3.7	6	5	4
Following part:
SMILES	TPT1 inh	EBNA-1 inh	PP1 inh	Efflux pump mplx	CTSL1 counter	PP5 primary	ZTA DNA inh	PREPL inh	HCV core dimer
Cc1cc(S(=O)(=O)NCc2ccco2)c(C)s1	-6	-2	0	-0.1	-4	0.2	-1	12	-1
Cc1ccccc1CNC(=O)C(=O)NCCC1CCCCN1S(=O)(=O)c1cccs1 (centres undefined)	-1	-1	1	0.0	1	-0.1	-8	-14	8
O=C(CC1CCCCC1)Nc1ccc(-c2ccc3nncn3n2)cc1	-1	-12	-3	0.0	0	1.0	2	-6	2
CCOC(=O)C1CCCN(Cc2cccs2)C1 (centres undefined)	-2	4	7	0.0	4	2.7	6	25	-3
COc1cc([N+](=O)[O-])ccc1NC(=O)CN(C)C	26*	6	-2	0.8	-2	3.5	4	-6	1
CCN(CC(=O)Nc1ccc(NC(C)=O)cc1)C(=O)c1oc2ccccc2c1C	3	-13	-8	0.1	-5	-1.6	0	-9	-1
CCOc1ccc(NC2=CC(=O)CC(c3ccco3)C2)cc1 (centres undefined)	0	4	-1	-0.1	1	3.0	-6	7	10
CCCCOc1ccc(NC(=O)c2cc(F)c(F)cc2Cl)cc1	-2	8	-1	0.1	-1	1.4	7	4	5
COc1ccc(N(CC(=O)N2c3ccccc3CC2C)S(=O)(=O)c2c(C)nn(C)c2C)cc1 (centres undefined)	-1	-2	1	-0.1	0	-0.1	10	-2	0
O=S(=O)(c1ccccc1)N1CCN(S(=O)(=O)c2ccccc2)C1	-8	8	2	0.1	-3	0.9	6	16	2
CS/C(=C\[N+](=O)[O-])Nc1ccc(Cl)cc1	-1	-2	-6	0.1	-5	0.3	5	2	-1
COc1ccc(C2OC(=O)c3ccccc3S2)cc1 (centres undefined)	-3	-3	1	0.1	3	0.6	-4	23	-2
CC(=O)OC1COC(OC2C(O)C(C)OC(OC3C(OC4CCC5(C)C(CCC6(C)C5CC=C5C7CC(C)(C)CCC7(C(=O)O)CCC56C)C4(C)CO)OCC(O)C3O)C2O)C(O)C1OC(C)=O (centres undefined)	0	-9	-8	-0.1	4	2.9	-1	-1	-4
Cc1cc(-c2nc3ncccc3o2)ccc1NC(=O)CC(C)C	-4	3	2	-0.3	1	0.5	3	-9	-5
O=C(CSc1nnc(-c2cccnc2)o1)OC1CCCCC1	-1	9	0	-0.1	15	0.0	1	3	-3
O=C(O)c1cc2ccc3cccc4ccc(c1)c2c34	-1	1	-1	-0.2	1	-2.0	2	-3	-4
O=C(CCCC(=O)NCC1CCCO1)NCC1CCCO1 (centres undefined)	-2	4	-8	0.0	-2	0.5	16	-7	0
COc1ccc(Cl)cc1NC(=O)CN(C)CC(=O)Nc1ccc(S(N)(=O)=O)cc1	1	15	-5	-0.2	2	-2.0	12	5	7
CCOc1cc(S(=O)(=O)NC2CCCCCC2)ccc1F	2	-7	-1	0.2	-1	2.5	2	-2	8
Cc1ccc(NC(=O)NC(=S)NC(=O)c2ccccc2)cc1	-1	1	-2	0.1	2	3.2	5	9	-3
COc1ccc(/C=N/NC(=O)CN(CCc2ccccc2)S(=O)(=O)c2ccc(NC(C)=O)cc2)cc1OC	-1	1	0	-0.1	1	1.9	-7	7	-3
O=C(O)C#Cc1cccc2ccccc12	-2	-4	-3	0.2	-3	-2.0	15	7	1
O=C(NCCN1CCOCC1)c1ccc(CS(=O)(=O)c2ccc(Br)cc2)o1	3	11	-3	0.1	-1	1.6	0	-13	-2
O=C(Nc1cccc(C(F)(F)F)c1)OCc1ccncc1	-4	-7	-4	0.0	-2	3.2	-7	8	-5
